# Compound activity: PubChem BioAssay, Johns Hopkins Ion Channel Center
# KCNQ2 inh = KCNQ2 channel blockers in CHO-K1 cells – cell-based, FluxOR thallium flux, B-score, primary screen (AID 2156); O88943; 20 min; hits give low values; B-score at 10 µM; 1.1% of 310,000 active;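 active = fluorescence ratio B-score at most minus 3 library SDs, with starting brightness B-score within 2 library SDs, cut at about -5.5 in these data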
# Target sequence (O88943 whole entry, looked up): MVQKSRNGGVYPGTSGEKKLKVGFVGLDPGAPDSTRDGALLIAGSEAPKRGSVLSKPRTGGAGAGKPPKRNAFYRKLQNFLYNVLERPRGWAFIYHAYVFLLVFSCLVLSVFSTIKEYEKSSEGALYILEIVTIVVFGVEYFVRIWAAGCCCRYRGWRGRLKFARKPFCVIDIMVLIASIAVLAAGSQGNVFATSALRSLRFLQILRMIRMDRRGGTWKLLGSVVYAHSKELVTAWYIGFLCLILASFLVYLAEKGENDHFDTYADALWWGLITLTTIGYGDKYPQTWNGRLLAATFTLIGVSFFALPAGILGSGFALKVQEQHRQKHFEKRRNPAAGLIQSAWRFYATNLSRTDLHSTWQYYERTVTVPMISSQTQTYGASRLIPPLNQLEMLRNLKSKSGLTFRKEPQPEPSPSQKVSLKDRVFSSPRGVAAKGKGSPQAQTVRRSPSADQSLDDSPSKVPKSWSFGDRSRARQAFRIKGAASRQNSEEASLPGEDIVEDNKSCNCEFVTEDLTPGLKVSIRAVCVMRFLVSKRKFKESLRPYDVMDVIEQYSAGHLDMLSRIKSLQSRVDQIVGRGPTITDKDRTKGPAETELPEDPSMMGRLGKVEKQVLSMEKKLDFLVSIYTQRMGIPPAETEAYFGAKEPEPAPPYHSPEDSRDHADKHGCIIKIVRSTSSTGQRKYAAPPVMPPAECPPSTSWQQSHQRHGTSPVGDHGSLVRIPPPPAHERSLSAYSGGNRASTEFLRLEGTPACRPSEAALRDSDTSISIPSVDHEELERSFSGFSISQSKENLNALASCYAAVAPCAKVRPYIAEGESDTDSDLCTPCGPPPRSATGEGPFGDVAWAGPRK
# Kir21 block = blocks the mouse Kir2.1 inward-rectifier potassium channel. AID 1672. B-score at 10 µM. HEK293-Kir2.1, FluxOR thallium flux fluorescence; hits give low values. 0.85% of 310,000 active. P35561;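 active = fluorescence ratio B-score at or below minus 3 SD of library scores, with starting-brightness B-score within 2 SD, cut at about -4.2 in these data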;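 also: channel flux triggered by added potassium and thallium sulfate stimulus; B-score of peak minus minimum fluorescence over baseline after thallium stimulus; more negative B-score means stronger Kir2.1 block with less thallium influx; some compounds called inactive have numbers as strong as hits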
# * = called active by the depositor; i = inactive; & = joins results of further samples.
# Values run as follows: Kir21 block, KCNQ2 inh
> CN(CC(=O)Nc1cccc(F)c1)CC(=O)Nc1cccc([N+](=O)[O-])c1
    -1.2, i
> COc1ccc2ccc(O)c(CN(C)CC(=O)Nc3ccccc3C(F)(F)F)c2c1
    -0.65, i
> COc1cccc(C2NC(=O)CCC2[N+](=O)[O-])c1OC (stereo not given)
    2, i
> Cc1ccc(Oc2cnc3ccccc3n2)cc1
    2.2, i
> CN(C)CCOc1ccc2ccccc2c1
    0.59, i
> Cc1c(C(=O)O)sc2[nH]c(=O)n(Cc3ccccc3)c(=O)c12
    0.71, i
> COc1ccc(-c2csc(N(CC3CCCO3)C(=O)c3ccc(C)cc3)n2)cc1 (stereo not given)
    -0.95, i
> Cc1cc(C)n2nc(C(=O)N(C)C(c3ccccc3)c3ccccc3)nc2n1
    1.1, i
> C#CCNC(=O)c1ccc(OCc2ccccc2)cc1Cl
    -0.33, i
> CCOC(=O)[C@@H]1[C@H]2COc3cc(OC)ccc3[C@H]2N2C(=O)N(c3ccc(C)cc3)C(=O)[C@@]12C
    -0.83, i
> CCCn1c(SCC(=O)NC23CC4CC(CC(C4)C2)C3)n[nH]c1=O
    0.11, i
> COc1ccc(S(=O)(=O)Nc2ccccc2C(F)(F)F)cc1
    -0.75, i
> c1ccc(C2Nc3ccccc3C3OCCCC23)cc1 (stereo not given)
    -3.7, i
> COc1ccc(-c2ccc(C#N)c(OC(=O)c3c(Cl)cccc3Cl)n2)cc1
    -0.41, i
> COCCn1c(SCC(=O)/C=C2\N(C)c3ccccc3C2(C)C)nnc1-c1ccncc1
    -0.52, i
> COc1ccc(-n2nc(C(=O)NCC(=O)Nc3cccc(C)n3)c3ccccc3c2=O)cc1
    0.75, i
> COCc1ccc(C(=O)N(C)C2CCCN(Cc3ccccc3F)C2)o1 (stereo not given)
    -0.47, i
> CCOC(=O)c1[nH]c2ccccc2c1NC(=O)NC(C)C
    -0.28, i
> O=C(NNC(=O)c1ccc(Br)s1)NC1CCCCC1
    0.19, i
> COc1ccc(NC(=O)COC(=O)C2CCC2)cc1Cl
    -0.65, i

# Laid out differently: results already given.
Molecule	Kir21 block	KCNQ2 inh
C#CCNC(=O)c1ccc(OCc2ccccc2)cc1Cl	-0.33	i
COc1ccc(-c2ccc(C#N)c(OC(=O)c3c(Cl)cccc3Cl)n2)cc1	-0.41	i
CCOC(=O)c1[nH]c2ccccc2c1NC(=O)NC(C)C	-0.28	i

# Further structures follow.
# Values run as follows: Kir21 block, KCNQ2 inh
> COc1ccc2ncn(-c3ccccc3)c2c1
    1.2, i
> CCOc1cc(C2C(C#N)=C(N)OC(C)=C2C(C)=O)c(Br)c(Br)c1OC(C)C (stereo not given)
    -1.3, i
> Nc1ccc(Oc2ccc(Br)cc2)cc1
    0.79, i
> CCc1ccc(N(C(=O)CCC(=O)Nc2cc(C)on2)C(C(=O)NC(C)(C)C)c2ccc(OC)cc2)cc1 (stereo not given)
    -0.55, i
> CC(C)c1csc(CN2CCC(CCC(=O)NCC3CCCO3)CC2)n1 (stereo not given)
    -0.02, i
> O=C(N/N=C/c1cc(Br)c(O)c(Br)c1O)c1cccnc1
    0.08, i
> COc1cc(NC(=O)Nn2cnnc2)cc(OC)c1OC
    3.1, i
> CC(=O)N[C@@H]1c2c(ccc3ccccc23)OC[C@@H]1COC(C)=O
    -0.36, i
> CN1C(=O)CC(C(=O)O)SC1=Nc1cccc(C(F)(F)F)c1 (stereo not given)
    2.5, i
> O=C(CCN1CCN(Cc2ccccc2)CC1)NNC(=O)Nc1cccc([N+](=O)[O-])c1
    0.02, i
> COc1ccccc1/C=C/C=C1\Oc2c(ccc(O)c2CN2CCN(CCO)CC2)C1=O
    -9.4, i
> CC(C)Cc1nc(C#N)c(N2CCC(C(N)=O)CC2)o1
    -0.05, i
> COc1ccc(C(=O)CSc2nc3c(c(=O)n(C)c(=O)n3C)n2C)cc1
    1.1, i
> S=C(NCc1ccco1)N1CCN(c2nc(-c3ccccc3)cs2)CC1
    0.54, i
> Cc1nn(-c2ccc(N3CCCCC3)nn2)c(C)c1CCC(=O)Nc1cccc(F)c1
    0.41, i
> O=C(CN(c1ccc(Cl)c(C(F)(F)F)c1)S(=O)(=O)c1ccccc1)N1CCOCC1
    -1.5, i
> Cc1c(NC(=O)c2cnn3c2NC(c2ccc(Br)cc2)CC3C(F)(F)F)c(=O)n(-c2ccccc2)n1C (stereo not given)
    -0.31, i
> CCOn1c(=O)c(-c2ccc(F)cc2)[n+]([O-])c2ccccc21
    0.42, i
> COc1cccc(Oc2ccc(C(F)(F)F)cc2NC(=O)c2cccc(F)c2)c1
    -0.26, -7.1*
> CCOC(=O)C1C(=O)C=C(c2ccc(Br)cc2)CC1c1ccco1 (stereo not given)
    0.17, i
> N#Cc1cccc2cnccc12
    -0.02, i
> CN(C)c1nc(SCC#N)nc(N2CCOCC2)n1
    1.2, i
> Cc1csc(SCc2nnc(-c3ccccc3Br)o2)n1
    0.9, i
> O=C(C1CCN(c2nnc(-n3cccc3)s2)CC1)N1CCCCC1
    0.14, i
> COc1ccc(C2=NOC(CNC(=S)N3CCOCC3)C2)cc1 (stereo not given)
    0.98, i
> COc1ccc(OC)c(Nc2nc(-c3sc(C)nc3C)cs2)c1
    1.1, i
> CCCN1CCN(C(=O)Cn2cnc3sc(C)c(S(=O)(=O)N4CCC(C)CC4)c3c2=O)CC1
    -0.5, i
> CC(C)c1ccccc1NC(=O)C1CN(S(=O)(=O)c2ccccc2)CCN1S(=O)(=O)c1ccccc1 (stereo not given)
    0.86, i
> CCOC(=O)/C=C/C(=O)Nc1ccc(S(=O)(=O)Nc2c(C)cc(C)cc2C)cc1
    0.39, i
> COc1ccc(NC(=O)c2cccs2)cc1
    0.03, i
> Cc1nc(S(=O)(=O)N(C)Cc2ccccc2)c(C#N)c(C)c1Cl
    -0.07, i
> COc1ccc(OC)c(C2Nc3ccccc3NC3=C2C(=O)CC(C)(C)C3)c1 (stereo not given)
    -0.83, i
> CCN1CCN(c2ccc(S(=O)(=O)N3CCOCC3)cc2NC(=O)/C=C/c2cccc(OC)c2OC)CC1
    0.32, i
> OC(CN1CCOCC1)C12CC3CC(CC(C3)C1)C2 (stereo not given)
    0.79, i
> CCc1ccccc1N1CC23C=CC(O2)C(C(=O)OCC(C)C)C3C1=O (stereo not given)
    -2.8, i
> Cc1cccc(OC(=O)c2cccnc2)c1C
    1.1, i
> O=C(c1ccccc1Cl)N1CCNCC1
    2.4, i
> COc1ccc(-c2n[nH]c(=S)n2/N=C/c2cccn2C)cc1
    0.24, i
> CC(C(=O)N1CCN(C2c3ccccc3-c3ccccc32)CC1)N1C(=O)c2ccccc2C1=O (stereo not given)
    -0.38, i
> O=C(/C=N/NC(=O)c1ccc(Cl)cc1Cl)c1ccccc1
    -1.1, i

# 3 compounds drawn at random from the list so far:
# Values run as follows: Kir21 block, KCNQ2 inh
> CC(C)c1ccccc1NC(=O)C1CN(S(=O)(=O)c2ccccc2)CCN1S(=O)(=O)c1ccccc1 (stereo not given)
    0.86, i
> COc1ccc(-c2n[nH]c(=S)n2/N=C/c2cccn2C)cc1
    0.24, i
> COc1ccc(C2=NOC(CNC(=S)N3CCOCC3)C2)cc1 (stereo not given)
    0.98, i

# Additional entries:
# Values run as follows: Kir21 block, KCNQ2 inh
> CCOC(=O)C1(CCOC)CCN(C(=O)c2sccc2C)CC1
    1.2, i
> Cc1cn(C(=O)C(C)N2C(=O)c3ccccc3C2=O)c(C)n1 (stereo not given)
    -1.9, i
> Cc1cc(C(=O)COc2nncc3ccccc23)c(C)n1C
    0.25, i
> COCCCNC(=O)c1cccc(NC(=O)c2ccccc2)c1
    -0.24, i
> COC(=O)c1ccc2c(=O)n(CCCN3CCCC3=O)c(=S)[nH]c2c1
    -1.7, i
> Cc1ccc(N(CC2CO2)S(=O)(=O)c2ccc(C)cc2)cc1 (stereo not given)
    -4.2, i
> Cc1ccc(C(=O)OCC(=O)N2CC(C)CC(C)C2)cc1S(=O)(=O)N1CCOCC1 (stereo not given)
    0.17, i
> Cc1ccccc1NC(=O)c1c(C)cc(=O)oc1C
    -0.19, i
> CC1=C(C(=O)Nc2ccccc2)C(c2ccc(C(C)C)cc2)N2C(=O)CSC2=N1 (stereo not given)
    0.21, i
> CCn1c2ccccc2c2cc(NC(=O)C(=O)NCC3CCCO3)ccc21 (stereo not given)
    3, i
> CC(=O)Nc1ccc(N(C(=O)c2ccco2)C(C(=O)NC2CCCC2)c2ccc(N3CCOCC3)cc2)cc1 (stereo not given)
    -1.1, i
> COc1ccc(/C=N/Nc2nc(N3CCCC3)nc(N3CCCC3)n2)cc1
    -0.64, i
> CSc1ncc2ncn(C3OC(CO)C(O)C3O)c2n1 (stereo not given)
    0.68, i
> Cc1cccc(OCCNC(=O)c2cccc(Oc3ccc(C(F)(F)F)cc3[N+](=O)[O-])c2)c1
    0.3, i
> Cc1ccnc(NS(=O)(=O)c2ccc(NC(=O)c3oc4ccccc4c3C)cc2)n1
    -0.13, i
> COc1cccc(OC)c1C(=O)N1CCN(S(=O)(=O)c2ccc(C)cc2)CC1
    1.7, i
> CC(C)c1ccc(N(CC(=O)NCCSC(C)(C)C)S(C)(=O)=O)cc1
    -0.83, i
> COc1ccc(N(CN2C(=O)c3ccccc3C2=O)C(=O)COc2ccc(Cl)cc2Cl)cc1
    -0.98, i
> COC(=O)[C@H]1[C@H]2C[C@H]3c4[nH]c5ccccc5c4CCN3C[C@@H]2CC[C@@H]1O
    -0.39&-0.53, i
> CCCCC(=O)NCCNc1nc2c(c(=O)n(C)c(=O)n2C)n1Cc1ccc(F)cc1
    0.99, i
> O=C(NCC1CCCN(C(=O)Cc2ccccc2Cl)C1)c1ccc(F)cc1 (stereo not given)
    -0.8, i
> O=C(O)c1ccc(/C=N/NC(=O)c2ccc(Br)cc2)cc1
    -0.08, i
> CCCc1[nH]n(-c2nc3ccccc3s2)c(=O)c1C=NCC1CCCO1 (stereo not given)
    0.03, i
> Cc1cccc(/C(N)=N/OC(=O)c2ccoc2C)c1
    0.04, i
> COc1cc(CCC(=O)OCC(=O)NCc2ccccc2)cc(OC)c1OC
    -0.29, i
> CC(=O)Nc1ccc(S(=O)(=O)N2CCC(c3nc4ccccc4[nH]3)CC2)cc1
    0.13, i
> OC(CNCCCCNCC(O)C(F)(F)F)C(F)(F)F (stereo not given)
    -0.61, i
> CCCCNCCOCCSc1ccc(Cl)cc1
    -0.05, i
> Cc1cc(=S)n(-c2ccccc2)n1C
    -0.11, i
> FC(F)(F)c1cnc(Sc2ncn[nH]2)c(Cl)c1
    -0.03, i
> Cc1cc(C(=O)NCc2ccco2)c2cc(F)ccc2n1
    -0.12, i
> O=C(N[C@@H](Cc1ccccc1)C(=O)N1CCC2(CC1)NCCc1[nH]cnc12)c1cccc(F)c1
    -0.07, i
> Cc1ccc(NC2=NCC(=O)N2Cc2cccs2)cc1C
    0.15, i
> O=C(O)C1Cc2ccccc2CN1C(=O)CCl (stereo not given)
    1.2, i
> Cc1cc(N2CCN(C)CC2)nc2ccc(NC(=O)CCC(=O)NCCCOC(C)C)cc12
    1.1, i
> CSc1ncccc1C(=O)N1CCCC(Nc2ccc(C)c(C)c2)C1 (stereo not given)
    0.06, i
> O=C(CCN1C(=O)C2CCCCC2C1=O)Nc1ccc(F)c(F)c1F (stereo not given)
    -0.15, i
> CCN(CC)S(=O)(=O)c1ccc(Cl)c(C(=O)OC)c1
    1, i
> CCc1c(C)sc(NC(=O)c2ccccc2[N+](=O)[O-])c1C(N)=O
    1.3, i
> CC1C(=O)N2CCCc3cc(NC(=O)c4ccccc4C(F)(F)F)cc1c32 (stereo not given)
    -0.87, i

# A few values from the results shown.
# Under Kir21 block, Cc1cccc(/C(N)=N/OC(=O)c2ccoc2C)c1 shows 0.04
# Under Kir21 block, CC1C(=O)N2CCCc3cc(NC(=O)c4ccccc4C(F)(F)F)cc1c32 (stereo not given) shows -0.87

# The listing continues.
# Values run as follows: Kir21 block, KCNQ2 inh
> COc1cc(C=C2C(=O)c3ccccc3C2=O)cc(OC)c1
    0.02, i
> C#Cc1ccc([C@@H]2C=C(C(=O)N3CCOCC3)O[C@H](OCC)[C@H]2CCCO)cc1
    -1.4, i
> C/C(=N\NC(=O)Cc1csc(N2CCOCC2)n1)c1ccccc1
    2.1, i
> Cc1c(Br)c(=O)oc2c(Br)c(O)c(O)cc12
    1.3, i
> O=C(CC1C(=O)NCCN1CC(c1ccccc1)c1ccccc1)NCCc1cn[nH]c1 (stereo not given)
    1.1, i
> COc1ccc(S(=O)(=O)N2CCN(C(=O)c3oc4ccccc4c3C)CC2)cc1
    0.48, i
> CCO[C@H]1OC(C(=O)NCc2nc3ccccc3[nH]2)=C[C@@H](C)[C@@H]1CCCO
    -0.34, i
> O=C(N=Nc1c(O)n(Cc2ccccc2)c2ccccc12)c1cc2ccccc2cc1O
    1.4, i
> CCCn1c(N)c(C(=O)CSc2nnc(Cc3ccccc3)o2)c(=O)n(C)c1=O
    -0.13, i
> Cc1ccc(-n2nc(C(=O)O)c3ccccc3c2=O)cc1C
    0.49, i
> O=C(COc1ccccc1)NCC(=O)N1CCCC1
    -0.48, i
> O=C(NCc1ccco1)C1CCN(c2nc3ccccc3n2Cc2ccccc2F)CC1
    1.2, i
> CCCCCN(C(=O)COC(=O)COc1c(C)cc(C)cc1C)c1c(N)n(CCCC)c(=O)[nH]c1=O
    0.67, i
> N#Cc1ccc(S(=O)(=O)Nc2ccc3ccccc3n2)cc1
    -0.08, i
> O=C(CN1C(=O)/C(=C\c2cccc(Cl)c2)Oc2ccccc21)N1CCN(c2ccccn2)CC1
    -0.2, i
> O=C(C1=C(O)C(=O)N(c2ncccn2)C1c1cccs1)c1ccco1 (stereo not given)
    -0.17, i
> C=CCn1c(CSc2nc3ccccc3s2)nnc1SCC(=O)NCc1cccnc1
    -1.6, i
> CC(=O)Nc1cccc(-c2nc3ccccc3o2)c1
    0.37, i
